rCAG binder – binds r(CAG) RNA repeats; r(CAG) RNA repeat, TO-PRO-1 dye displacement fluorescence; 1.3% of 370,000 active; inhibition, % at 3 µM;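 active means inhibition above the plate cutoff, the mean of all test compounds on that plate plus 3 SD, cut at about 35% in these data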;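 further: 0% = DMSO alone and 100% = 100 µM mitoxantrone as full dye displacement; higher means more dye released from RNA so lower well fluorescence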
TCR CD3 inh – human TCR-CD3 binding inhibition; TAMRA-labeled TCR probe fluorescence, biochemical; inhibition, % at 9.4 µM; 0.37% of 360,000 active; in the data active means inhibition above about 19%;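 further: recombinant mutant TCR 2C K166C tagged with TAMRA read by polarization; 0% = receptor in buffer alone and 100% = receptor with positive control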
GC-A act – GC-A (human) enzyme activation; HEK293 GC-A cells, cGMP TR-FRET, EC30 ANP; 0% at EC30 ANP, 100% saturating ANP; activation, % at 10 µM; 0.14% of 370,000 active; AID 1671463; in the data active means activation above about 40%
UHRF1 binding – human UHRF1 methylated DNA binding inhibitors | 0.75% of 370,000 active | AID 687016 | Q96T88 | inhibition, % at 4.4 µM | UHRF1 binding to methylated oligo, TR-FRET; in the data active means inhibition above about 21%;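 further: UHRF1 SRA domain binding a hemimethylated CpG hairpin DNA probe; 0% = median of test compound wells and 100% = reference inhibitor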
ABHD4 inh – inhibitors of mouse ABHD4. inhibition, % at 8.92 µM. purified mABHD4, FP-Rh probe fluorescence polarization. 0.54% of 370,000 active;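 active means inhibition exceeding the mean over every tested compound plus 3 SD, cut at about 30% in these data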;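 further: 0% = plate median of compound wells and 100% = S159A mutant with DMSO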
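Material: mouse ABHD4 enzyme, wild type; Benchmarks: S159A mutant high control, sample median low control; Buffer or medium: HEPES pH 7.0, NaCl, Pluronic buffer; Signal: fluorescence polarization; Read-out: percent inhibition of probe binding, normalized to plate controls; Timing: pre-incubation 45 min, probe exposure 60 min, at 25 °C; Dosing: 8.92 µM, single dose.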
HTRA1 inh – blocks human HTRA1 serine peptidase; 0.5% of 340,000 active; inhibition, % at 5.96 µM; Q92743; recombinant HTRA1, FP-rhodamine activity-based probe, fluorescence polarization; in the data active means inhibition above about 36%;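 further: 0% = enzyme with DMSO and 100% = wells lacking enzyme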
GC-B act – GC-B (human) receptor activation. P20594. HEK293-GC-B cells, CNP EC30, cGMP TR-FRET; 0% at EC30 CNP, 100% saturating CNP. activation, % at 10 µM. 0.11% of 370,000 active;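 active means activation at 10 µM reaching about 35% in either raw or pattern-adjusted values, limit read from the data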
MBD2 DNA inh – inhibitors of human MBD2 binding to methylated oligonucleotide; Q9UBB5; TR-FRET; inhibition, % at 4.4 µM; 0.31% of 370,000 active; AID 686964; in the data active means inhibition above about 13%
SIAE inh – human SIAE inhibition, primary screen; Q9HAT2; SIAE FP-Rh probe binding, fluorescence polarization; inhibition, % at 9.66 µM; 0.69% of 370,000 active;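 active means inhibition above a cutoff: mean of compounds within the control limits plus 3 SD of those, cut at about 17% in these data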;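 further: 0% = plate median of compound wells and 100% = probe without SIAE protein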
Target sequence (Q9HAT2 whole entry, looked up): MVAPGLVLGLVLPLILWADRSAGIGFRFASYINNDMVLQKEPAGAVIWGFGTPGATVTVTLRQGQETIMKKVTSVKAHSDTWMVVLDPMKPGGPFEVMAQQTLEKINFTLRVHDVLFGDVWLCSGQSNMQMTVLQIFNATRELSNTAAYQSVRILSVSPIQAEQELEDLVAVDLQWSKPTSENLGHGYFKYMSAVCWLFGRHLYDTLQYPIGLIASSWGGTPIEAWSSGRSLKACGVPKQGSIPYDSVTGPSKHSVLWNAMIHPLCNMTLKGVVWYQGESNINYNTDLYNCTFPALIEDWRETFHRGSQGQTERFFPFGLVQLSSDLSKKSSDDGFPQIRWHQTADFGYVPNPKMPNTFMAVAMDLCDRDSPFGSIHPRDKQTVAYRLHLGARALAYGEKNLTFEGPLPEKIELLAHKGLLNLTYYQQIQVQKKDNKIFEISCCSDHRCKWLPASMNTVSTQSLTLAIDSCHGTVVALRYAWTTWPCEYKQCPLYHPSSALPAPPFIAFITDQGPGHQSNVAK
PRMT1 inh – inhibitors of human PRMT1 | 1.3% of 370,000 active | recombinant PRMT1, activity-based probe fluorescence polarization | AID 652257 | inhibition, % at 2.79 µM | Q99873;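 active means inhibition above about 21% made by adding two undisclosed values, limit read from the data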
Target sequence (Q99873 whole entry, looked up): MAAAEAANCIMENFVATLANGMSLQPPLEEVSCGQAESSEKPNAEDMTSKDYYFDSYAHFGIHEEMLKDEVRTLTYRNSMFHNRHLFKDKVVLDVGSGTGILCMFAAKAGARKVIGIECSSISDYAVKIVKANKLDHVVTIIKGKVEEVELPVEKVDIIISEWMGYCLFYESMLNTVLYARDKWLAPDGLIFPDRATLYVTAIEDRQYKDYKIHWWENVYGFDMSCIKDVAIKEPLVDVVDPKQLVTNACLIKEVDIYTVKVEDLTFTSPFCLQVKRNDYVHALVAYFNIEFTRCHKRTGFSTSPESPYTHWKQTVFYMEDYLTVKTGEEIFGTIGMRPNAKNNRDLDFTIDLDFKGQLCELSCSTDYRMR
The depositor's hits bear a star; nt = no result given. These rows are one share of the data, so the mix of outcomes need not match the whole.

SMILES	rCAG binder	TCR CD3 inh	GC-A act	UHRF1 binding	ABHD4 inh	HTRA1 inh	GC-B act	MBD2 DNA inh	SIAE inh	PRMT1 inh
Cc1nn(CC(=O)Nc2ccc(C(C)C)cc2)c(C)c1[N+](=O)[O-]	3	5	2	-1	-9	4	-7	4	-1	0
Cc1ccccc1S(=O)(=O)NC(=O)C1(C)CCN1C(=O)Cc1cccs1 (stereo not given)	3	0	-1	0	2	nt	-2	0	-4	4
CCCn1nc(C(=O)NNC(=O)c2cc(S(=O)(=O)NC)ccc2Br)c2ccccc2c1=O	7	14	3	-1	3	1	-10	-1	5	2
Cc1c(S(=O)(=O)N2CCN(c3cccc(Cl)c3)CC2)c(=O)n(C)c(=O)n1C	-1	3	1	-2	-4	4	0	-1	-6	-2
COc1ccc(C(=O)N2CCCC(CNC(=O)c3ccc(F)cc3)C2)cc1OC (stereo not given)	-3	4	-2	1	5	4	-1	1	-3	-2
CC(=O)C[C@@H](O)CC(=O)[C@@H]1OC(=O)[C@@H](C)CCCCc2ccccc21	1	2	1	-1	-6	2	-4	-5	0	-2
Cc1cc(C(=O)N2CCN(c3ccc(F)cc3)CC2)on1	0	8	2	-4	4	-1	-3	-1	5	-3
COC(=O)c1c(O)cc(C(C)(C)C)n(-c2ccc(F)cc2)c1=O	-1	-5	1	-5	5	-4	-2	3	-3	1
Cc1ccc(S(=O)(=O)NNC(=O)Cc2cccn2C)cc1	5	4	-1	-4	3	-13	4	2	11	-3
C=CCC(NCc1ccccc1)c1ccc(Cl)cc1 (stereo not given)	-5	5	-21	1	-3	-5	-10	1	-4	2
COc1cc2ccc(-c3ccc4ccccc4n3)cc2cc1OC	6	-6	9	-1	-10	-21	3	1	0	3
COc1ccc(NS(=O)(=O)c2cc3c(cc2C)N(C(C)=O)CCO3)cc1	4	6	-15	-2	2	-4	-15	-6	4	-1
COc1cccc(NC(=S)N2CCn3c(nc4ccccc43)C2)c1	0	-6	-2	-1	0	1	0	-1	-1	2
CCCCN(C)C(=O)c1[nH]c(C(F)(F)F)nc1-c1ccccc1	3	9	5	0	-10	nt	-1	2	-8	-5
Cc1ccccc1CS(=O)(=O)CCC(=O)O	-6	1	1	0	-1	6	1	-5	-6	-6
CCOC(=O)Cc1c[nH]c2ccccc12	5	-3	1	4	-3	6	5	-4	2	-1
O=C(CCCOc1ccc(Cl)cc1Cl)N1CCCc2ccccc21	-2	0	-5	0	-9	-27	-16	-3	3	-1
COC(=O)/C=C1\Nc2ccc(Cl)cc2C(=O)NC1=O	4	-4	-3	-3	5	nt	-9	-4	0	2
O=C1c2ccccc2C(=O)c2[nH]cnc21	3	7	3	-7	5	4	3	-19	-2	0
Cc1ccc(-n2nnnc2-c2cnc3ccc(Cl)cc3c2-c2ccccc2)cc1	5	-4	-11	5	-11	-4	-10	-5	2	-3

2 entries from above, comma-delimited.
Molecule,rCAG binder,TCR CD3 inh,GC-A act,UHRF1 binding,ABHD4 inh,HTRA1 inh,GC-B act,MBD2 DNA inh,SIAE inh,PRMT1 inh
Cc1ccccc1S(=O)(=O)NC(=O)C1(C)CCN1C(=O)Cc1cccs1 (stereo not given),3,0,-1,0,2,nt,-2,0,-4,4
CCCn1nc(C(=O)NNC(=O)c2cc(S(=O)(=O)NC)ccc2Br)c2ccccc2c1=O,7,14,3,-1,3,1,-10,-1,5,2

Copied from the listing for reference:
SMILES	rCAG binder	TCR CD3 inh	GC-A act	UHRF1 binding	ABHD4 inh	HTRA1 inh	GC-B act	MBD2 DNA inh	SIAE inh	PRMT1 inh
Cc1ccccc1S(=O)(=O)NC(=O)C1(C)CCN1C(=O)Cc1cccs1 (stereo not given)	3	0	-1	0	2	nt	-2	0	-4	4
CCCn1nc(C(=O)NNC(=O)c2cc(S(=O)(=O)NC)ccc2Br)c2ccccc2c1=O	7	14	3	-1	3	1	-10	-1	5	2
Cc1c(S(=O)(=O)N2CCN(c3cccc(Cl)c3)CC2)c(=O)n(C)c(=O)n1C	-1	3	1	-2	-4	4	0	-1	-6	-2
COc1ccc(C(=O)N2CCCC(CNC(=O)c3ccc(F)cc3)C2)cc1OC (stereo not given)	-3	4	-2	1	5	4	-1	1	-3	-2
CC(=O)C[C@@H](O)CC(=O)[C@@H]1OC(=O)[C@@H](C)CCCCc2ccccc21	1	2	1	-1	-6	2	-4	-5	0	-2
Cc1cc(C(=O)N2CCN(c3ccc(F)cc3)CC2)on1	0	8	2	-4	4	-1	-3	-1	5	-3
COC(=O)c1c(O)cc(C(C)(C)C)n(-c2ccc(F)cc2)c1=O	-1	-5	1	-5	5	-4	-2	3	-3	1
Cc1ccc(S(=O)(=O)NNC(=O)Cc2cccn2C)cc1	5	4	-1	-4	3	-13	4	2	11	-3
C=CCC(NCc1ccccc1)c1ccc(Cl)cc1 (stereo not given)	-5	5	-21	1	-3	-5	-10	1	-4	2
COc1cc2ccc(-c3ccc4ccccc4n3)cc2cc1OC	6	-6	9	-1	-10	-21	3	1	0	3
COc1ccc(NS(=O)(=O)c2cc3c(cc2C)N(C(C)=O)CCO3)cc1	4	6	-15	-2	2	-4	-15	-6	4	-1
COc1cccc(NC(=S)N2CCn3c(nc4ccccc43)C2)c1	0	-6	-2	-1	0	1	0	-1	-1	2
CCCCN(C)C(=O)c1[nH]c(C(F)(F)F)nc1-c1ccccc1	3	9	5	0	-10	nt	-1	2	-8	-5
Cc1ccccc1CS(=O)(=O)CCC(=O)O	-6	1	1	0	-1	6	1	-5	-6	-6
CCOC(=O)Cc1c[nH]c2ccccc12	5	-3	1	4	-3	6	5	-4	2	-1
O=C(CCCOc1ccc(Cl)cc1Cl)N1CCCc2ccccc21	-2	0	-5	0	-9	-27	-16	-3	3	-1
COC(=O)/C=C1\Nc2ccc(Cl)cc2C(=O)NC1=O	4	-4	-3	-3	5	nt	-9	-4	0	2

Additional results follow:
SMILES	rCAG binder	TCR CD3 inh	GC-A act	UHRF1 binding	ABHD4 inh	HTRA1 inh	GC-B act	MBD2 DNA inh	SIAE inh	PRMT1 inh
CCC(C(=O)NCc1ccc(F)cc1)n1nc(C)n2c(cc3occc32)c1=O (stereo not given)	-1	-3	-10	0	-12	3	-10	2	2	9
Cc1cccc(C(C)(C)C)c1OCCN1CCCC1	-1	-4	1	1	9	1	2	-1	3	-1
c1ccc(C2=Nn3c(nnc3-c3cccs3)SC2)cc1	-1	5	7	-2	-1	2	8	3	0	1
CN(CCc1ccccc1)C1CCCN(S(=O)(=O)c2cccc(F)c2)C1 (stereo not given)	-3	5	-2	-2	2	-7	-4	1	0	-2
CCOCCCNc1c2c(nc3cc(-c4ccc(F)cc4)nn13)CCC2	-3	0	1	-1	10	0	1	-4	-8	0
Cc1cc(NC(=O)CCC(=O)N(C2CC2)C(C(=O)NC(C)(C)C)c2ccccc2Cl)no1 (stereo not given)	-1	-5	-2	4	-2	6	5	1	-5	-2
O=C(Cn1c(=O)oc2ccccc21)NCCc1ccccc1	-3	-3	1	1	5	1	-2	-2	0	-1
CCOC(=O)C1CCCN(C(=O)c2sc3nc(C)nc(N4CCOCC4)c3c2C)C1 (stereo not given)	-9	1	3	3	-2	-3	5	5	4	-1
CCCCC(=O)Nc1cc(-c2nc3ncccc3o2)ccc1C	-3	-7	1	0	6	6	-6	4	-5	3
Cc1cc(Oc2ccccc2)nc(SCC(=O)Nc2ccc(Cl)cc2Cl)n1	-1	-6	-9	4	-4	-5	0	5	-2	17
NCCCC[C@H]1CNC(=S)N1CCCCC1CCCCC1	10	8	5	1	2	0	3	3	-5	-2
Cc1ccc(NC(=O)COc2ccccc2CNC(C)(C)CC(C)(C)C)cc1	16	-5	-4	2	4	-17	-7	-2	-1	1
COc1ccc(CCN2CC(C(=O)NCc3cnn(C(C)C)c3)CCC2=O)cc1 (stereo not given)	-4	-3	0	1	-6	6	-1	-3	-4	1
CCOC(=O)Nc1ccc(S(=O)(=O)Nc2nc(C)cc(C)n2)cc1	1	4	0	-1	-6	-1	0	-2	-2	-3
O=C(CN1C(=O)NC2(CCCC2)C1=O)Nc1ccccc1-c1ccccc1	-5	-4	0	0	1	-6	5	5	-1	2
C/C=C/C=C\C(=O)Nc1cccc(C2=NOC3(C2)C[C@@H](C(N)=O)N(C(=O)/C(C)=C/C)C3)c1 (stereo not given in full)	23	8	0	12	-20	-9	2	4	-28	10
O=C(COC(=O)c1ccco1)NCCc1ccc(Cl)cc1	0	11	-5	-1	5	-6	-6	2	0	-3
COc1ccc(C2CC(C)=NN2C=O)cc1OC (stereo not given)	2	-2	2	3	4	-2	-2	4	2	3
O=C(NCC1CCCCC1)C1CCN(C(=O)NC2CCCCC2)CC1	-3	-5	4	6	1	7	4	8	3	0
COc1ccc(CCC(=O)OCC(=O)NCc2ccccc2)cc1	0	-3	3	1	0	-8	1	1	5	-1
CC(C)NC(=O)COC(=O)CNC(=O)c1cc(Cl)cc([N+](=O)[O-])c1	3	1	-3	0	4	5	1	3	-14	-2
O=C(NNS(=O)(=O)c1ccccc1)c1ccc([N+](=O)[O-])cc1	-1	5	3	2	7	-6	-9	-3	2	2
C[C@H](CCC(=O)OCc1cn(CC(=O)c2ccc(O)cc2)nn1)C1CC[C@H]2[C@@H]3CC[C@@H]4C[C@H](O)CC[C@]4(C)[C@H]3C[C@H](O)[C@]12C (stereo not given in full)	16	3	0	0	-24	-100	4	-4	-11	-1
Cc1cc(C(=O)CSc2nnc(-c3ccc(F)cc3)o2)c(C)n1CC1CCCO1 (stereo not given)	6	-1	6	1	5	-4	1	3	15	-1
CC(C)NC(=O)N(C)C[C@H]1Oc2ccc(NC(=O)Nc3ccccc3)cc2C(=O)N([C@H](C)CO)C[C@@H]1C	-3	1	0	2	5	-2	4	-6	5	1
CC(C)COC(=S)Nc1ccccc1	2	5	1	-1	3	-5	7	-1	9	-1

Assay outcomes: PubChem BioAssay, several laboratories
